# High-throughput results as filed in PubChem.
# D3 antag – D3 dopamine receptor (human) antagonism; P35462; D3R cells, DiscoveRx beta-arrestin luminescence, antagonist mode; stronger effect = lower value; max response, negative = inhibition, %; 2.5% of 360,000 active; AID 652054; in the data active = max response below about -50%; inconclusive = no clear call, values can overlap the other calls; note: % is set by controls: 0 for no effect and ±100 for the full control effect; mostly tested at two doses, the higher about 12 µM
# Target sequence (P35462 whole entry, looked up): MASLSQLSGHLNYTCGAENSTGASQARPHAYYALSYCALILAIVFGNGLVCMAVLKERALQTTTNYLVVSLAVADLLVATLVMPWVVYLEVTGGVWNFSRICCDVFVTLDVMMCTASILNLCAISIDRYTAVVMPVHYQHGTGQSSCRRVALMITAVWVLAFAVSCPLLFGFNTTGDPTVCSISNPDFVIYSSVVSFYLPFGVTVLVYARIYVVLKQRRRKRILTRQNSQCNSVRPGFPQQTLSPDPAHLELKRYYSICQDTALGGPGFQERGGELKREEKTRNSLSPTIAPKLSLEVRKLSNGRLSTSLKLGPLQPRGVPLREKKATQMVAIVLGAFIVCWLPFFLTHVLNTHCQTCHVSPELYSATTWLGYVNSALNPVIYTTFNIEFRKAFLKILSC
#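 Cells expressing the human receptor were seeded at 1500 cells/well, incubated overnight at 37 degrees C in 5% CO2, then exposed to library compounds with dopamine controls for 90 minutes at 37 degrees C before luminescent detection.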
# GLP-1R agonist – GLP-1 receptor (human) agonism. P43220. Potency, µM (doses to about 45.6 µM), inactives show at the highest dose activation, usual class: activators. 0.007% of 380,000 active. AID 624172. HEK293 GLP-1R CRE-luciferase, luminescence, 4-6 h; cells express a hypersensitive GLP-1R form; note: potency is the fitted concentration of half-maximal effect; % of control where 0% means no effect
# Target sequence (P43220 whole entry, looked up): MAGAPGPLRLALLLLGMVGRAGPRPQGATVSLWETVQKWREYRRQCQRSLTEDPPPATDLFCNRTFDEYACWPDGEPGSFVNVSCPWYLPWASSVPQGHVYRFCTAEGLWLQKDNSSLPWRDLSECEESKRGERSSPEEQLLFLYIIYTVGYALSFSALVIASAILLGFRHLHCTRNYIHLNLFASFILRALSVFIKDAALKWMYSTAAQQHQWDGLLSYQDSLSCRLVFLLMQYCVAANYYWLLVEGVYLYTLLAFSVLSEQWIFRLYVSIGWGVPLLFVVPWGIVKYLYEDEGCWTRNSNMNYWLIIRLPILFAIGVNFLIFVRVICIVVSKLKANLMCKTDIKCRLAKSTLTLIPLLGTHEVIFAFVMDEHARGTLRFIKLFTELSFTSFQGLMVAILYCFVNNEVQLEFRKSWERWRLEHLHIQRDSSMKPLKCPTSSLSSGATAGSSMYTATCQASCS
# FUS suppressor – FUS proteinopathy suppression in yeast; S. cerevisiae FUS-expressing, growth rescue, OD600, 24 h; Potency, µM (titrated, usually from 76.6 µM), without a hit: at the top dose growth rescue (activation), actives largely listed as activators; 0.24% of 390,000 active;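 note: potency is the fitted concentration of half-maximal effect; plate controls were DMSO vehicle for no effect and reference control for full effect; nearly all actives have a fitted effect of over 55% in size; some results filed as inactive show a strong effect at the top dose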
#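 Absorbance at 600 nm, taken 24hr after compound addition, measured rescue of FUS-yeast growth at 30C. Induction used 2% galactose with seeding at OD 0.005. Controls: CP55940 from 92uM final, DMSO only.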
# PTHR1 agonist – agonists of human PTHR1 parathyroid hormone receptor | Q03431 | HEK293 GP2 PTHR1 cells, GloSensor cAMP luminescence, 1 h | Potency, µM (series often up to 115 µM), inactives show top-dose activation, hits mostly activators | 0.075% of 410,000 active; note: potency is the fitted concentration of half-maximal effect; nearly all actives have a fitted effect of over 55% in size; some results filed as inactive show a strong effect at the top dose; inactives centre near -15; many of its hits are not listed in these tables
#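 HEK-293-derived GP2 cells expressing PTHR1 and a GloSensor cAMP reporter, 3,000/well, plated overnight, given luciferin plus IBMX (each 0.5 mM as added) for 1 h at 37 °C, then compound for 1 h at 37 °C. Luminescence was read after 15 min at room temperature.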
# Abeta yeast res – restores growth of yeast expressing A-beta42 peptide. 0.063% of 410,000 active. Potency, µM (titrated, usually from 46.1 µM), for inactives: at the highest dose growth rescue, hits mostly activators. yeast expressing A-beta42, growth rescue, OD600, 48 h; response scale: 0% DMSO, 100% iron-clioquinol control; note: potency is the fitted concentration of half-maximal effect; nearly all actives have a fitted effect of over 55% in size
#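 Growth rescue measured by 600 nm absorbance after 48 h yeast culture at 30 C with compound. Values normalized between DMSO and an equimolar ferric chloride plus clioquinol control.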
# aSyn rescue – inhibitors of alpha-synuclein toxicity in yeast; Yeast expressing alpha-synuclein, growth rescue, BacTiter-Glo, 24 h; AID 652106; Potency, µM (titrated, usually from 46.1 µM), without a hit: at the top dose growth rescue (activation), usual class: activators; 0.14% of 370,000 active; note: potency is the fitted concentration of half-maximal effect; % of control where 0% means no effect; nearly all actives have a fitted effect of over 65% in size
#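 Screening used galactose-induced yeast with toxic alpha-synuclein levels, exposed to compound for 24 hr at 30 deg C. Cell growth, read with BacTiter-Glo luminescence, gave the measured signal.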
# TDP43 rescue – rescues yeast growth from TDP-43 toxicity. TDP-43 expressing yeast growth rescue, BacTiter-Glo, 24 h. Potency, µM (series often up to 46.1 µM), without a hit: at the highest dose growth rescue (activation), usual class: activators. 1.8% of 410,000 active; note: potency is the fitted concentration of half-maximal effect; % of control where 0% means no effect; nearly all actives have a fitted effect of over 50% in size
#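 Yeast expressing TDP-43 (pregrown in raffinose, seeded at OD600=0.02 in galactose medium) exposed to compounds 24 hr at 30 deg C. Growth read by BacTiter-Glo luminescence; rescue of toxicity appears as increased signal.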
# GLP1R inv ag – acts as inverse agonist at human GLP-1 receptor | P43220 | HEK293 GLP-1R CRE-luciferase, luminescence, 24 h; GLP-1R form is constitutively active | Potency, µM (doses to about 38.3 µM), for the others: at the top dose activity change, negative = inhibition, usual class: inhibitors | 1.6% of 410,000 active | AID 624417; note: potency is the fitted concentration of half-maximal effect; % is set by controls: 0 for no effect and ±100 for the full control effect; nearly all actives have a fitted effect of over 55% in size
#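 Readout was luciferase luminescence, measured 12 min after detection reagent at room temperature. Beforehand, GLP-1R reporter HEK293 cells had sat 12 h, then received compounds for 24 hr at 37 deg C.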
# pAkt inh – Akt phosphorylation inhibition | Neuro2A IGF-stimulated pAkt S473 HTRF, 20 min; stronger effect = lower value | activity change, % for hits at 50 µM | 0.32% of 360,000 active; in the data active = activity change below about -80%; inconclusive = mostly about -51% to -80%; note: % is set by controls: 0 for no effect and ±100 for the full control effect
#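 Neuro2A cells in DMEM with 0.5% FBS, overnight at 37 deg C, given compound at single 50 µM final, then IGF (6 nM final) for 20 min at 37 deg C. Lysed; phospho-Akt Ser473 by HTRF after 24 h, 665/615 ratio.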
# * marks the source's active call; other numbers are inactive results; i = inactive; u = inconclusive; x = not tested or not shown; & = joins results of further samples; [ ] = remark or other dose. Unless noted, calls come from the whole dose curve; as a rule, active = well fitted curve in the direction sought with a large enough effect; inconclusive = small, poorly fitted or top-dose-only effect, or another doubt; inactive = no such curve, though single readings can be large; an effect the other way counts as inactive or inconclusive.
SMILES,D3 antag,GLP-1R agonist,FUS suppressor,PTHR1 agonist,Abeta yeast res,aSyn rescue,TDP43 rescue,GLP1R inv ag,pAkt inh
Cc1cccc(NC(=O)CN2CCN(C(=O)c3c(C)nn(Cc4ccccc4)c3C)CC2)c1C,-4.4,0.3%,x,i,-12.0%,-2.0%,5.4%,24.3%,i
CC(=O)c1cccc(-n2nnnc2SCC(=O)N2CCCC2)c1,-17.5,-10.8%,7.9%,-1.4%[57.5 µM],-2.7%,-3.1%,-5.4%,9.2%,i
CCOc1ccccc1N1CCN(C(=O)CNC(=O)c2ccc(OC)c(OC)c2)CC1,-7.3,11.3%,7.9%,i,-23.4%,-0.8%,0.0%,31.7%[activator],i
O=c1c2ccccc2c(-c2ccccc2)nn1Cc1ccccc1,-17.7,-0.6%,-6.4%,i,-3.8%,-2.9%,7.6%,16.3%,i
NC(=O)C1CCN(C(=O)c2ccc(NS(=O)(=O)c3ccc(Br)s3)cc2)CC1,0.0,-1.3%,23.9%,9.5%,-4.3%,-8.6%,-4.2%,18.8%,i
O=S(=O)(c1ccc(S(=O)(=O)N2CCCC2)cc1)N1CCCCCC1,8.1,1.4%,-8.4%,20.2%,-1.8%,-0.9%,-4.8%,14.8%,i
COCCCNCCOCCOc1ccc(C)cc1Br,u,0.2%,9.5%,-22.1%,-5.5%,-2.6%,-15.2%,u,i
O=C(CCn1c2c(c3ccccc31)CCCC2)NNC(=O)c1cccc([N+](=O)[O-])c1,3.0,-5.0%,19.0%,-9.1%,19.9%,7.8%,14.6%,u,i
C/C(=N/NS(=O)(=O)c1ccc(C)cc1)c1c(O)c2ccccc2oc1=O,5.8,-1.1%,-5.3%,-30.0%,5.5%,-8.8%,-35.3%[inhibitor],26.6%,i
COc1cc(NC(=O)C2CC(=O)NC3=C2C(=O)CC(C)(C)C3)c(OC)cc1Cl (configuration not stated),-2.5,2.5%,18.0%,i,-6.4%,1.8%,-12.2%,7.4%,i
CCN(CC)c1cc(NC2CCCCC2)c2c3c(onc13)-c1ccccc1C2=O,x,x,25.3%,-19.9%,-43.6%[inhibitor],x,18.0%[9.22 µM],-6.4%,x
CCNc1nc(N)nc(-c2cc(Cl)ccc2OC)n1,-11.6,29.3%,-46.8%,i,-4.4%[9.22 µM],-1.1%,22.1%,6.0%,i
CC(=O)Nc1ccc(NCN2C(=O)[C@@H]3[C@H]4CC[C@H](C4)[C@@H]3C2=O)cc1,2.9,-5.1%,x,-22.1%,16.5%,0.6%,6.31µM*,-0.2%,i
COc1ccc(-c2cc(C(=O)Nc3ccc(NC(C)=O)cc3)[nH]n2)c(C)c1,4.3,8.4%,20.5%,i,4.0%,1.7%,16.6%,23.0%,i
Cc1ccc(S(=O)(=O)N2CCN(CC(=O)NC(C)c3ccccc3)CC2)cc1 (configuration not stated),14.8,-5.1%,26.1%,-0.7%,-1.8%,-2.5%,-12.1%,-27.8%,i
CCCC(=O)Nc1c2c(nn1-c1ccc(OC)cc1)CS(=O)(=O)C2,14.7,-2.6%,28.2%,-10.9%[57.5 µM],-1.9%,-1.1%,-12.7%,0.0%,i
CCCc1[nH]nc2c1C(c1cccnc1)C(C#N)=C(N)O2 (configuration not stated),32.3,-2.6%,1.0%,i,6.1%,5.4%,8.2%,1.4%,x
COCCNC(=O)c1snc2ccc(Cl)cc12,-9.4,0.0%,-13.3%,-10.0%[57.5 µM],2.1%,-3.6%,u,-2.0%,i
FC(F)(F)c1ccccc1-n1c(-c2cnccn2)n[nH]c1=S,-1.3,-4.8%,-9.7%,-10.2%,3.2%,-5.5%,-6.2%,u,i
Nc1nnn(CC(=O)N/N=C/c2ccccc2Cl)n1,1.1,0.3%,-9.4%,i,-12.4%,2.3%,3.7%,20.6%,i
COCCN(C(=O)Cc1ccc(OC)c(OC)c1)c1nc(-c2cc(OC)ccc2OC)cs1,26.5,-6.2%,-10.9%,-33.6%[inhibitor],-5.3%,3.9%,11.2%,15.3%,i
CC1CCCN(C(=O)c2ccccc2OC2CCN(S(C)(=O)=O)CC2)C1 (configuration not stated),-17.6,0.8%,-3.6%,7.9%,-8.3%,-2.6%,-10.2%,3.3%,i
Cc1ccc(N/C(N)=N/c2nc(CSc3nnc(C)s3)cc(=O)[nH]2)c(C)c1,-3.5,18.2%,-23.3%,-8.1%,-0.7%,2.2%,23.5%,u,i
CCN(CC)C(=O)COc1ccc(-c2nnc(Nc3ccc(OC)c(C(=O)NC)c3)c3ccccc23)cc1,-5.2,12.7%,1.6%&14.5%,-7.2%,1.8%&-11.0%,-1.0%,u,-2.2%&-21.1%,i
COc1ccc(O)c(C(=O)c2cnn(C(=O)c3ccc(C)cc3)c2)c1,1.3,7.5%,-20.8%,-0.2%,17.6%,-3.0%,6.2%,-14.2%,i

# A draw from above in order of molar mass, lowest first.
SMILES,D3 antag,GLP-1R agonist,FUS suppressor,PTHR1 agonist,Abeta yeast res,aSyn rescue,TDP43 rescue,GLP1R inv ag,pAkt inh
CC(=O)Nc1ccc(NCN2C(=O)[C@@H]3[C@H]4CC[C@H](C4)[C@@H]3C2=O)cc1,2.9,-5.1%,x,-22.1%,16.5%,0.6%,6.31µM*,-0.2%,i
Cc1cccc(NC(=O)CN2CCN(C(=O)c3c(C)nn(Cc4ccccc4)c3C)CC2)c1C,-4.4,0.3%,x,i,-12.0%,-2.0%,5.4%,24.3%,i
COCCN(C(=O)Cc1ccc(OC)c(OC)c1)c1nc(-c2cc(OC)ccc2OC)cs1,26.5,-6.2%,-10.9%,-33.6%[inhibitor],-5.3%,3.9%,11.2%,15.3%,i

# Following part:
SMILES,D3 antag,GLP-1R agonist,FUS suppressor,PTHR1 agonist,Abeta yeast res,aSyn rescue,TDP43 rescue,GLP1R inv ag,pAkt inh
Cc1cccc(C(=O)Nc2nsc(N)n2)c1,1.1,-3.3%,-17.9%,i,-3.5%,0.7%,11.3%,14.6%,i
Cc1cc(=O)oc2c3c(cc(OCC(=O)N[C@@H](Cc4ccccc4)C(=O)O)c12)OC(C)(C)CC3,39.3,-3.6%,17.3%,-48.7%[inhibitor],1.8%,3.5%,u,-1.9%,i
CSCCC(NC(=O)COc1ccccc1)C(=O)N1CCCC(C(F)(F)F)C1 (configuration not stated),-0.2,-2.1%,-2.8%,i,16.0%,3.1%,20.9%,-11.9%,i
COc1ccc(CCC(=O)N2CCN(S(=O)(=O)c3cccc(Cl)c3)CC2)cc1,-10.9,-0.7%,29.2%,-0.7%,-2.8%,1.8%,u,-29.3%,i
O=C(CCCOc1ccc(Cl)cc1Cl)Nc1ccncc1,17.3,8.3%,-1.0%,-3.9%[57.5 µM],-5.6%,6.8%,15.8%,-4.8%,i
CCOc1ccc(CN2C(=O)c3ccccc3C2C(=O)NCC2CCCO2)cc1 (configuration not stated),3.9,11.7%,6.3%,i,1.7%,u,-9.7%,-7.3%,i
CCOC(=O)C1=CCC(c2cc3ccccc3[nH]2)NC1 (configuration not stated),-3.0,x,17.1%,-10.7%,-16.4%,-1.9%,8.4%,11.6%,i
CS(=O)(=O)NCCNc1ccc(C(F)(F)F)cc1[N+](=O)[O-],1.4,-3.6%,-52.0%,-8.8%,-10.7%,3.3%,0.7%,10.7%,i
COC(=O)c1cn(CC(=O)N2CCCCC2C)c2ccccc12 (configuration not stated),-27.3,0.1%,-10.7%,i,u,1.4%,3.2%,-14.0%,i
COCCNC(=O)C(c1c[nH]c2ccccc12)N(C(=O)c1snc(C(N)=O)c1N)c1cccc(OC)c1 (configuration not stated),8.4,-0.6%,13.6%,-10.8%,4.3%,0.4%,6.7%,-5.8%,i
FC(F)(F)c1ccccc1N/N=C/c1cccnc1,-14.5,13.1%,16.7%,i,-11.9%,-4.5%,-10.5%,-27.0%,i
Cc1cc(C)c(OCC(=O)OCC(=O)NNC(=O)c2ccccc2F)c(C)c1,2.7,-1.6%,-16.5%,-24.1%,-10.9%,-0.5%,-12.7%,-10.7%,i
COc1ccc2oc(C(=O)OCC(=O)N3CC(C)CC(C)C3)c(C)c2c1 (configuration not stated),5.5,3.7%,19.0%,i,9.4%,1.1%,u,u,i
CCC(C(=O)NCCCN1CC(C)CC(C)C1)n1nc(C)c2sc3ccccc3c2c1=O (configuration not stated),-12.7,2.2%,-5.4%,i,-1.4%,-11.5%,-5.1%,u,x
C=CCNC(=S)N1CCN(c2cccc(C(F)(F)F)c2)CC1,0.0,-3.9%,x,-8.5%,17.4%,-6.5%,u,u,i
Clc1ccccc1OCc1nnc2n1CCCCC2,10.7,4.5%,-18.0%,i,-5.2%,-0.7%,-15.4%,u,i
C=CCSC(=S)NC1CCS(=O)(=O)C1 (configuration not stated),-5.5,-27.1%,x,-26.4%,-6.3%,-0.1%,20.6%,10.4%,i
COc1ccc2c(c1)nc(SCC(O)c1ccccc1)n2C (configuration not stated),-18.2,8.1%,0.6%,10.2%,0.7%,9.0%,-15.8%[9.22 µM],52.9%[activator],i
COc1ccc2c(CC(=O)N[C@@H](Cc3ccccc3)C(=O)O)cc(=O)oc2c1,2.6,3.3%,-21.4%,i,-8.0%,-2.1%,3.8%,-4.8%,i
Cc1ccc(S(=O)(=O)N2CC(O)CC2C(=O)O)cc1 (configuration not stated),-14.5,0.3%,15.2%,i,-17.8%,-6.8%,-7.4%,-0.3%,i
COc1ccc(NC(=O)CSc2ncccn2)cc1S(=O)(=O)N1CCCCC1,-11.4,0.3%,3.9%,5.1%,4.1%,-0.5%,17.3%,-1.7%,i
O=C(NC(Cc1ccccc1)C(=O)N1CCN(c2ccccn2)CC1)c1ccco1 (configuration not stated),-6.3,30.0%,-1.6%,23.3%,-0.6%,x,2.1%,-23.6%,x
CC1CCN(c2ccc3nnc(CCC(=O)Nc4ccc(F)c(F)c4)n3n2)CC1,2.4,11.7%,-1.5%,i,x,-2.7%,15.1%,18.1%,i

# A portion of the library; count on the stated rates, not on these rows.
